# Compound activity: PubChem BioAssay, several laboratories
# PPARg SRC3 recr: PPARgamma-driven SRC-3 recruitment agonism | P37231 | biochemical PPARgamma/SRC-3 coactivator recruitment assay | activation, % at 8 µM | hit rate 0.26% among 200,000 | AID 731; in the data active means activation above about 23%;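 further: 0% = DMSO and 100% = reference agonist; some compounds past the cut are filed as inactive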
# S1P3 antagonist: antagonists of human S1P3 receptor; CHO S1P3 NFAT-BLA reporter, FRET fluorescence, antagonist mode; inhibition, % at 4.98 µM; hit rate 0.27% among 170,000; AID 485;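 active means inhibition above the plate cutoff, the mean inhibition of test wells on that plate plus 3 SD, cut at about 28% in these data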;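 further: cells challenged with S1P at its EC80 of 0.8 µM; blue over green emission ratio from cleaved BLA substrate after 4 h stimulation; 0% = S1P-stimulated wells and 100% = unstimulated DMSO-only wells; some compounds past the cut are filed as inactive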
# Target sequence (Q99500 whole entry, looked up): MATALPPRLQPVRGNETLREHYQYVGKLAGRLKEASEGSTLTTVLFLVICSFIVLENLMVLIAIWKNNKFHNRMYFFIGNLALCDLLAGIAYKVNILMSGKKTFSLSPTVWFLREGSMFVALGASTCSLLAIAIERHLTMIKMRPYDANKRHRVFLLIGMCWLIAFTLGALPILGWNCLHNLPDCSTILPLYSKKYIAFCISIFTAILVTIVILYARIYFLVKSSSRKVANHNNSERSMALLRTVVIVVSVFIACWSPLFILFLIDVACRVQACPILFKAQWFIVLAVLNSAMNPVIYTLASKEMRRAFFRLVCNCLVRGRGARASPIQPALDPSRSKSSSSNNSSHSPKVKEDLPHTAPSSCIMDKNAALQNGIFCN
# RAM inhibit: yeast RAM network inhibition. inhibition, % at 50 µM. S. cerevisiae dse1pr::URA3 reporter, 5-FOA growth OD615, 2 d; analog-sensitive cbk1-as2 kinase mutant strain. AID 868. hit rate 1.8% among 190,000;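 active means inhibition above a set limit, 3 SD over mean compound inhibition, cut at about 8.4% in these data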;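 further: 0% = DMSO-only wells with no growth and 100% = 10 µM 1-NA-PP1 full growth; inhibition rescues growth on 5-FOA so higher OD means more RAM inhibition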
# Efa HMGR inh: blocks class II HMG-CoA reductase of Enterococcus faecalis; inhibition, % at 10 µM; AID 1066; purified E. faecalis HMGR, NADPH absorbance 340 nm kinetic; hit rate 0.41% among 190,000;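 active means inhibition above a set limit, the median over all tested compounds plus 3 SD, cut at about 9.5% in these data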;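 further: enzyme runs in reverse so mevalonate oxidation gives rising NADPH absorbance; 0% = complete reaction with DMSO and 100% = background rate lacking mevalonate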
# PPARg SRC1 recr: PPARgamma-driven SRC-1 recruitment agonism | P37231 | PPARgamma-SRC-1 coactivator recruitment biochemical assay | activation, % at 8 µM | hit rate 0.41% among 200,000 | AID 631; in the data active means activation above about 19%;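 further: 0% = DMSO and 100% = reference agonist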
# DTT redox prof: compounds producing H2O2 with reducing agent – biochemical, NIH compound library profiling, artefact control for MLSCN library redox annotation, primary screen | DTT-dependent redox cycling H2O2, phenol red/HRP absorbance; 100% = 100 µM peroxide control, 0% = buffer | AID 878 | hit rate 0.03% among 200,000 | activation, % at 10 µM;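 active means activation of at least 50% relative to the plate's high and low controls in the primary single-dose screen; inactive means activation below 50%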;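 further: compound incubated with DTT at 0.8 mM final as the reducing agent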
# SRC2 TRFRET art: counter-screen for PPARgamma SRC-2 recruitment agonists: TR-FRET artefact; stronger effect = higher value; TR-FRET ratio at 8 µM; hit rate 0.4% among 200,000; in the data active means TR-FRET ratio above about 2000; further: inactives centre near 1500; reference of the scale not given here
# Lmaj promast: reduces viability of Leishmania major promastigotes. inhibition, % at 10 µM. resazurin fluorescence viability. hit rate 9% among 200,000; in the data active means inhibition above about 50%;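 further: promastigotes grown with compound for 44 hours at 28 °C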
# ROMK mod: modulates human ROMK potassium channel activity | B-score at 10 µM | hit rate 2% among 130,000 | P48048 | Tet-inducible ROMK, thallium flux fluorescence; actives lie on both sides;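 active means signal ratio slope over the read window, or its plate-corrected B-score, at least 3 SD from the plate mean, either direction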;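 further: B-score of the F/F0 ratio slope over 7 to 12 s after thallium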
# Target sequence (P48048 whole entry, looked up): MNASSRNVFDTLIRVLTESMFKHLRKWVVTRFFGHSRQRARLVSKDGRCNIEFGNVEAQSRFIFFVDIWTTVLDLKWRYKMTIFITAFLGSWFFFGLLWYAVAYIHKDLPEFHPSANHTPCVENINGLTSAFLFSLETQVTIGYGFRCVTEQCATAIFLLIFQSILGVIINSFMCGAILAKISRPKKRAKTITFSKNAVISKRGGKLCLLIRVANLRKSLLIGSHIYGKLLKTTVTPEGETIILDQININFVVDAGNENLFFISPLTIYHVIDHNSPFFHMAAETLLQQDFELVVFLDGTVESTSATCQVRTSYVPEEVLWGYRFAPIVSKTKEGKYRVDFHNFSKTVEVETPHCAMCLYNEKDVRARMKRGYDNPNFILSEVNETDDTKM
# PPARg SRC-2 ag: PPARgamma-driven SRC-2 recruitment agonism; PPARgamma LBD-SRC-2 recruitment, biochemical; hit rate 0.34% among 200,000; P37231; activation, % at 8 µM; in the data active means activation above about 22%;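 further: 0% = vehicle and 100% = reference agonist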
# bIAP inhibitor: intestinal alkaline phosphatase (bovine) inhibition. purified bovine IAP, CDP-star luminescence, 30 min. inhibition, % at 20 µM. 190,000 tested, under 10 active. AID 1019;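 active means over 50% inhibition of intestinal alkaline phosphatase at 20 µM in the single-dose screen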
#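 System: purified bovine intestinal alkaline phosphatase (IAP) enzyme; Input: IAP diluted 1/65,000,000 in the well; Measured by: CDP-star luminescence signal; Compound dosing: 20 µM single dose; Incubation: 30 min reaction at room temperature.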
# Starred values were filed as active, the others as inactive; x = no result given.
SMILES,PPARg SRC3 recr,S1P3 antagonist,RAM inhibit,Efa HMGR inh,PPARg SRC1 recr,DTT redox prof,SRC2 TRFRET art,Lmaj promast,ROMK mod,PPARg SRC-2 ag,bIAP inhibitor
CC(=O)c1c(C)[nH]c(C(=O)CSc2nc3ccccc3c(=O)n2CCCN2CCOCC2)c1C,7,-41,-0.4,-3,7,0.3,1697,-1,x,12,3
CCOC(=O)Cc1cc(=O)n2[nH]cc(-c3cccc(Br)c3)c2n1,3,21,3.2,-6,10,-1.3,1820,-2,0.83,8,8
CCOC(=O)C1C(=O)C=C(c2ccc(C)cc2)CC1c1ccco1 (stereo not drawn),2,x,1.6,2,-9,2.6,1474,25,x,-3,6
O=C(Nc1nnc(C2CC2)s1)c1cc2c(s1)CCCCCC2,13,x,3.0,-8,8,-1.3,1524,-4,0.57,5,41
COc1ccc(NC(=O)c2ccccc2SC)c(OC)c1,1,-12,-0.7,-3,-6,0.4,1720,6,-0.42,14,10
C=CCn1c(CSCc2ccc(C)cc2)nnc1SCC(=O)NCc1ccccc1,1,x,1.8,-1,2,0.0,1440,-5,-1.9,-1,-2
Cc1ccc(C2CC(c3cccs3)=NN2C(=O)c2ccc(Br)o2)cc1 (stereo not drawn),8,x,-0.5,4,8,0.1,1595,26,-0.016,-2,-4
CC(=O)c1c(C)[nH]c(C(=O)OCC(=O)Nc2ccc([N+](=O)[O-])cc2Cl)c1C,3,-28,4.7,-8,5,-0.8,1573,-2,0.93,8,0
CC(O)(CS(=O)(=O)Cc1ccccc1Cl)C(=O)Nc1cccc(C(F)(F)F)c1 (stereo not drawn),3,x,0.6,3,-4,0.0,1678,-4,x,1,14
CCCCCCCCCOC(=O)C(CC(=O)O)N1CCOCC1 (stereo not drawn),-3,x,1.6,0,2,0.0,1283,-3,0.89,-4,-12
CCOC(=O)c1sc(C)c2c1NC(C)(c1ccccc1)NC2=O (stereo not drawn),8,x,1.6,-2,10,-1.9,1816,8,x,13,10
Cc1cc(=O)n2[nH]c(-c3sccc3-n3c(C)ccc3C)cc2n1,7,-12,1.6,-1,13,-1.4,1623,-2,-1.2,7,-6
O=c1cnc2ccccc2n1CC1CCCCC1,9,-40,-0.4,2,-1,-0.9,1670,1,0.24,1,13
COc1ccc(C2CC(c3ccc(Cl)cc3Cl)Nc3nc(N)nn32)cc1OC (stereo not drawn),6,-18,0.0,0,10,-1.2,1740,-5,x,13,9
Cc1ccc(C(C(=O)NC2CCCC2)N(Cc2ccco2)C(=O)CCC(=O)Nc2cc(C)on2)cc1 (stereo not drawn),8,x,-0.6,-1,5,4.1,1455,82*,x,7,6
Cc1ccc(S(=O)(=O)NCC(=O)OCN2C(=O)c3ccccc3C2=O)cc1,0,x,0.7,-6,3,0.2,1505,0,0.31,-1,11
N#C/C(=C(/O)CSc1ncn[nH]1)c1nc2ccccc2[nH]1,8,13,0.1,0,2,0.8,1479,7,-0.39,7,-25
C=CCNC(=O)c1ccc(-c2nc(-c3ccc(Cl)cc3Cl)cs2)cc1,5,x,0.2,-14,19*,3.5,1467,1,x,6,14
O=C1c2ccccc2C(=O)N1CCCN1CCN(CCCN2C(=O)c3ccccc3C2=O)CC1,8,x,x,x,2,0.0,1556,18,-0.32,4,x
CCN(C(=N)N=C(N)N)c1ccccc1,-2,-19,0.4,-5,6,-0.8,1486,-19,0.55,0,-30
COc1ccccc1C(=O)NC(CCSC)C(=O)NCC(c1ccco1)N(C)C (stereo not drawn),-4,x,-0.3,-2,2,-0.1,1469,-4,-0.55,4,12
O=S(=O)(Nc1ccccn1)c1cccc(S(=O)(=O)c2ccc(Cl)cc2)c1,1,18,1.6,-5,11,-1.4,1514,-11,-0.049,5,-5
CCn1c2ccccc2c2nnc(SCC(=O)NCCOC)nc21,10,-23,1.0,0,7,-0.2,1600,0,x,12,7
CCN(CC)S(=O)(=O)c1ccc(Oc2cccc(C(C)=O)c2)nc1,0,-10,0.8,-12,-1,-1.7,1565,-7,x,1,-3
CC(=O)Oc1cccc(N2C(=O)C3C4C=CC(C4=C(C)C)C3C2=O)c1 (stereo not drawn),-3,-63,2.6,-5,1,2.9,1378,4,x,5,-4

# The last three entries of the section before are carried over, then new ones follow:
SMILES,PPARg SRC3 recr,S1P3 antagonist,RAM inhibit,Efa HMGR inh,PPARg SRC1 recr,DTT redox prof,SRC2 TRFRET art,Lmaj promast,ROMK mod,PPARg SRC-2 ag,bIAP inhibitor
CCn1c2ccccc2c2nnc(SCC(=O)NCCOC)nc21,10,-23,1.0,0,7,-0.2,1600,0,x,12,7
CCN(CC)S(=O)(=O)c1ccc(Oc2cccc(C(C)=O)c2)nc1,0,-10,0.8,-12,-1,-1.7,1565,-7,x,1,-3
CC(=O)Oc1cccc(N2C(=O)C3C4C=CC(C4=C(C)C)C3C2=O)c1 (stereo not drawn),-3,-63,2.6,-5,1,2.9,1378,4,x,5,-4
CCN1CCN(c2nc3ccccc3nc2C(C#N)S(=O)(=O)c2ccc(C)cc2)CC1 (stereo not drawn),7,x,0.0,1,0,0.1,1704,-6,1.2,13,7
O=C(CSc1nc2ccccc2[nH]1)NC1CCCC1,-3,-13,-0.2,-2,0,-1.1,1406,1,-1.3,4,-13
CCn1c(=O)cc(OCC(=O)Nc2ccc(C)cn2)c2ccccc21,-4,10,2.0,-3,-5,-1.2,1467,-4,x,-1,4
Cc1ccc2nc(-c3ccc(SCC(=O)N4CCc5ccccc54)nc3)[nH]c2c1,3,-5,6.8,1,6,0.0,1365,47,-0.24,-2,18
S=C(NCc1ccccc1)N1CCn2cccc2C1c1ccncc1 (stereo not drawn),-1,2,0.2,1,4,-1.2,1690,18,-1.5,6,-2
COc1ccc(SCc2noc(C(=O)NC(C)C)c2C(=O)O)cc1,-16,x,0.9,-3,-10,18,1416,-7,x,-8,-11
CSc1nc2sccc2c(=O)[nH]1,1,-12,1.0,-3,-3,-1.4,1538,-4,0.73,-2,2
CC(=O)Oc1ccc(C(C)=O)c2c1OCCO2,5,x,-0.8,2,6,0.3,1630,-6,0.67,18,8
COc1cc(NC(=O)COC(=O)CCc2cc(OC)c(OC)c(OC)c2)cc(OC)c1,-1,-12,4.8,-3,18,-0.6,1722,-5,-0.018,-3,-15
COc1ccc(NC(=O)CC23CC4CC(CC(C4)C2)C3)cn1,-4,4,1.2,0,4,-0.7,1686,9,-0.32,7,18
CCOc1cc2[nH]c(=O)n(Cc3ccc(C(=O)NCCOC)cc3)c(=O)c2cc1OCC,1,1,2.2,-5,7,-1.1,1626,-7,x,8,41
COC(=O)c1cc(C(=O)NCCCN2CCOCC2)cc([N+](=O)[O-])c1,4,-7,-1.5,-2,-7,-2.1,1400,11,-0.02,0,-7
CCO[C@H]1OC(C(=O)N2CCN(Cc3ccc4c(c3)OCO4)CC2)=C[C@@H](C2CCCCC2)[C@@H]1CCCO,3,-18,0.6,2,0,-1.6,1558,41,x,3,-5
Cc1cc(C)c2c(N=NN(C)C)[nH]nc2n1,4,x,-0.5,3,-2,5.0,1544,4,x,14,-18
COc1cc(OC)cc(-c2nc(-c3cc4cc(C)ccc4nc3OC)no2)c1,5,-6,2.1,1,4,0.9,1731,-1,-0.3,12,1
O=C(OCC1CC(c2ccccc2)=NO1)c1ccc(Br)cc1 (stereo not drawn),5,-9,3.2,-14,3,0.3,1583,-6,x,13,5
O=C(Nc1ccc(Br)cc1)c1cccnc1N1CCOCC1,-4,7,2.8,-6,-4,-0.7,1605,3,0.39,-6,6
O=C1c2cccc([N+](=O)[O-])c2C(=O)N1c1c[nH]c(=O)[nH]c1=O,-2,-10,1.1,-2,-9,-0.9,1618,-4,-0.0091,3,-2
COCCCNC(=S)NCCNc1nc2c(C)c(C)ccc2cc1C#N,4,-15,9.6*,0,6,0.4,1648,3,-0.052,5,-2
Cc1cc(O)c(Oc2cc(C)cc(O)c2O)c(O)c1,1,-27,1.4,-1,10,-0.2,1671,-18,x,10,-5
CC(C)CN(C)C(=O)CCc1nnc(Cc2cccc(C(F)(F)F)c2)o1,2,-6,0.5,1,3,-1.1,1530,-5,-0.096,9,-2
Fc1cc(NCc2ccccc2)nc(NCc2ccccc2)n1,-2,1,0.4,1,-9,-0.1,1344,32,-5.8*,-12,17
Cn1c(SCC(=O)c2ccccc2)nnc1-c1ccco1,-12,x,0.6,-3,-2,0.6,1441,-1,x,-5,8
Cc1cc(C)n(C(=O)c2c([N+](=O)[O-])c(C)nn2C)n1,6,x,2.1,-3,3,1.1,1602,-7,-0.88,-2,23
CN1CCc2nc(SCc3ccc(C(C)(C)C)cc3)c(C#N)cc2C1,11,x,2.0,-5,3,1.9,1693,42,x,-1,2
# Continued:
SMILES,PPARg SRC3 recr,S1P3 antagonist,RAM inhibit,Efa HMGR inh,PPARg SRC1 recr,DTT redox prof,SRC2 TRFRET art,Lmaj promast,ROMK mod,PPARg SRC-2 ag,bIAP inhibitor
COc1ccc(N2CCN(Cc3cc(=O)oc4cc(C)c(Cl)cc34)CC2)cc1,-2,-61,3.8,-1,2,-2.4,1497,-6,x,0,5
Cc1ccccc1C(=O)NC(=S)NCCN1CCOCC1,-5,-1,0.5,-3,1,0.1,1493,83*,1.2,-9,44
Cc1nc(N2CCc3ccccc32)[nH]c(=O)c1CCC(C)C,-7,-9,x,x,-4,1.3,1550,14,-0.035,4,x
COc1ccc(OC)c(C2N(c3cc(C)on3)C(=O)C3CCCN32)c1 (stereo not drawn),12,-11,0.8,-6,6,-5.6,1617,-2,0.56,8,-2
Cc1ccc(C)c(NC(=O)c2ccc3ccccc3n2)c1,-2,x,10*,-2,-1,0.3,1512,-2,2,4,14
COC(=O)N/N=C\C=C\c1ccc2c(c1)OCO2,10,x,1.1,0,-4,-5.2,1232,-4,-0.016,0,14
COc1cc(/C=N/NC(=O)c2ccc(=O)[nH]n2)ccc1O,4,-14,2.1,4,-2,-1.0,1469,-7,0.045,3,-8
Cc1ccc(-n2ncc3c(=O)n(CC(=O)N4CCN(c5ccccc5)CC4)cnc32)cc1,4,-31,0.8,2,5,-0.7,1689,-4,0.48,8,-17
Cc1ccc(C)c2[nH]c(=O)c(CCNC(=O)c3ccc(Br)o3)cc12,-5,-2,x,x,7,0.5,1622,3,0.14,3,x
COc1ccccc1-c1nn2c(C3COc4ccccc4O3)nnc2s1 (stereo not drawn),2,-11,2.8,-7,11,-0.8,1615,-2,-0.86,-1,2
COc1ccc(C(=O)Oc2ccc(/C=N/O)cc2)cc1,6,x,0.4,-2,-2,-1.2,1482,-8,-2.1,6,16
Fc1cccc(Cn2ccc(-c3ccc4c(c3)OCO4)n2)c1,10,x,-0.1,-1,9,0.6,1479,7,x,3,x
N#CC1(C#N)C(C(N)=O)C1c1ccccc1 (stereo not drawn),-1,7,0.5,-4,-4,-0.1,1444,0,x,3,46
O=C(NN1CCOCC1)c1cc(-c2ccc(Br)s2)nc2ccccc12,7,3,5.6,-6,14,-0.5,1760,-11,0.94,18,0
Cc1cc(NC(=O)C(C)C)ncc1NC(=O)c1cccc(F)c1,5,-10,1.8,-2,3,-0.1,1622,-2,0.29,8,0
